# Screens from PubChem BioAssay.
# KDM5B inh – KDM5B demethylase inhibition | AID 1347165 | KDM5B demethylase, FDH-coupled NADH fluorescence (FDH is formaldehyde dehydrogenase) | 220,000 tested, 2.6% active | Potency, µM (doses to about 57.7 µM), inactives show at the highest dose activity change, negative = inhibition, actives largely listed as inhibitors; active means well fitted inhibition curve with a large enough effect; inconclusive means small, poorly fitted or top-dose-only effect; inactive means no such curve, though single readings can be large or run the other way; further: 0% is about no effect; nearly all actives have a fitted effect of over 70% in size
# Target sequence (Q9UGL1 whole entry, looked up): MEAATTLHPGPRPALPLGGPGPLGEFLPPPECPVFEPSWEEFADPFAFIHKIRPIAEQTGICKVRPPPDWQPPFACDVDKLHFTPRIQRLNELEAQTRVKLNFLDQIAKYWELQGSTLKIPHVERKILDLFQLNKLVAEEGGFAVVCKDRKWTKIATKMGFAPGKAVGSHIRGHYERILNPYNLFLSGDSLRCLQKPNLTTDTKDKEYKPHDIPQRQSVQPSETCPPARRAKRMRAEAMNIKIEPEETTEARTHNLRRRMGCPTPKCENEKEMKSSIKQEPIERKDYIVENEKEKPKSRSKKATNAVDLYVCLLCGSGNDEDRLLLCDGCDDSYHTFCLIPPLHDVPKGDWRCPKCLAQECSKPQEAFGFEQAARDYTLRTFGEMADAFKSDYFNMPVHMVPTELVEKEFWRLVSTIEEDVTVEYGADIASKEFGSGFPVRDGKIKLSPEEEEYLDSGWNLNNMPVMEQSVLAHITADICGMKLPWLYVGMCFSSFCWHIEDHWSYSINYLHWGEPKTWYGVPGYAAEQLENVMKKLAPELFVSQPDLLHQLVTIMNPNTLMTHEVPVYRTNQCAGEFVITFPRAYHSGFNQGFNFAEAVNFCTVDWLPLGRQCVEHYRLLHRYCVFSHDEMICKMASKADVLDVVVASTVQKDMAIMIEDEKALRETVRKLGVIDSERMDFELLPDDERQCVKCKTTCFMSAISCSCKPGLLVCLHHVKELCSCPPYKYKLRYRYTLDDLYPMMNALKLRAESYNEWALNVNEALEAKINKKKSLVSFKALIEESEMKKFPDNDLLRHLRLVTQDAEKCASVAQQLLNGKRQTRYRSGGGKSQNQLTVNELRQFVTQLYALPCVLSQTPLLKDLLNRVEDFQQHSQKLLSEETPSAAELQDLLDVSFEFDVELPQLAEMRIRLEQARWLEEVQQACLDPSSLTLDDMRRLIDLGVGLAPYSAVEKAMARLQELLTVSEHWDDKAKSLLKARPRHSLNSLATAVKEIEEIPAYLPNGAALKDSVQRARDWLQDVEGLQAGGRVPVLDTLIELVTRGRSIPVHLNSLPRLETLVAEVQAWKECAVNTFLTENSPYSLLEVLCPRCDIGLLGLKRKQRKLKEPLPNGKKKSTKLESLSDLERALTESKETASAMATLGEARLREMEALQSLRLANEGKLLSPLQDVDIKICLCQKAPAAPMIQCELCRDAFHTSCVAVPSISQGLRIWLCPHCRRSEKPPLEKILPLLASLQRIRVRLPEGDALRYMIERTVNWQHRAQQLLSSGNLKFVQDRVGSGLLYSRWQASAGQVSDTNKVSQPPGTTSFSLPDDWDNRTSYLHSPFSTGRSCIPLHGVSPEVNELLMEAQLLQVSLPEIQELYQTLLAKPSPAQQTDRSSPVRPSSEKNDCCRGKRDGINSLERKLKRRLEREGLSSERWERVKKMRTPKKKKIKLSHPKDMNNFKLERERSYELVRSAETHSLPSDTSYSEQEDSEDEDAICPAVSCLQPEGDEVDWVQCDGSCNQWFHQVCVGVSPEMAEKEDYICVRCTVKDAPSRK
#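 qHTS format, multiple compound concentrations. Buffer 50 mM HEPES pH 7.5/0.01% Tween-20; 200 nM KDM5BΔAP final; 10 min compound preincubation; substrate-mix levels 12.5 µM peptide, 25 µM α-KG, 0.25 mM NAD⁺; 30 min RT; ΔRFU.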
# Active calls of the source: *; i = inactive; ? = inconclusive; [ ] = dose if it differs, or a comment. Potency means the concentration at half of the fitted maximal effect.
structure	KDM5B inh
COc1cc2c(cc1OC)C(CNC(=O)c1ccccc1)N(C(=O)Nc1cccc(F)c1)CC2 (stereo not drawn)	12%
CCc1ccc(NC(=O)N2CC(C(=O)N(C)C)C3(CCOCC3)C2)cc1 (stereo not drawn)	4%
Cc1noc2c(NCCCn3ccnc3)cc(-c3ccccc3)nc12	25%[86.2 µM]
CC(Oc1ccccc1F)C(=O)Nc1cccc2cccnc12 (stereo not drawn)	-7%
COCCN1C(=O)c2ccccc2C(C(=O)NCc2ccc(F)cc2)C12CCCCC2 (stereo not drawn)	7%
O=C(Nc1nc(C23CC4CC(CC(C4)C2)C3)cs1)c1ccncc1	3%
CCN(CC)S(=O)(=O)c1ccc(C(=O)NCCSc2c(-c3ccccc3)[nH]c3ccccc23)cc1	-24%
O=C(c1cccnc1)N1CC(CNc2ccccc2)C2(C1)CN(c1ccccc1)C2 (stereo not drawn)	-3%[86.2 µM]
COCCN1CCC(CN2CCN(c3ncc(C)c(N)n3)CC2)CC1	-29%
Cc1nc(-c2ccccc2)n(CC(=O)Nc2ccc(C(C)C)cc2)c(=O)c1CCO	-3%
COc1ccc2c(c1)cc(C(=O)N[C@@H](CCSC)C(=O)N1CCC(C(=O)O)CC1)n2C	?
Cn1nc2n(c1=O)CCC(NC(=O)CCc1nc3ccccc3[nH]1)CC2 (stereo not drawn)	-8%
N#C/C(=C\c1c(N2CCCCCC2)nc2ccccn2c1=O)C(=O)NCc1ccco1	?
O=C1COc2ccc(OCc3cccnc3)nc2CN1Cc1ccccc1F	7%[86.2 µM]
COc1ccc(-c2nc(C(C)C)nc3c2CCN([S+](=O)([O-])c2c(C)noc2C)CC3)cc1	7%
CCNc1ncnc2sc3c(c12)CCN(C(=O)c1ccnn1C)C3	?
CC(=O)c1cccc(NC(=O)c2ccc3c(c2)NC(=O)CS3)c1	-16%
CCn1ncc2c(C(=O)Nc3cc(OC)cc(OC)c3)cc(-c3cccs3)nc21	?
COC(=O)c1cc2sc(Cl)cc2n1Cc1cc(C)ccc1C	6%
O=C1c2[nH]nc(-c3ccccc3O)c2C(c2cccc(OCc3ccccc3)c2)N1CCO (stereo not drawn)	6%
COc1ccc(NC(=O)CC(C)C)c2cccnc12	10%
COCCN1C(=O)c2n[nH]c(-c3ccco3)c2C1c1ccc(C(=O)OC)cc1 (stereo not drawn)	-7%
O=C1CCN(S(=O)(=O)c2cccc(F)c2)CCCC(C(=O)NCc2ccccc2)CCN1 (stereo not drawn)	-17%
Cc1ccc(-c2cnoc2NC(=O)CSc2nc(-c3ccc(Cl)cc3)cc(=O)[nH]2)cc1	12%
Cc1ccc2[nH]c(C(=O)Nc3ccccc3)cc2c1	?
CCN1CCCc2cc(CN(CCN3CCOCC3)C(=S)Nc3ccc(C)cc3)ccc21	?
CC(=O)N/C(=C\c1ccccc1)C(=O)OCc1ccc(F)cc1	-4%
CC(=O)NCC(=O)N(c1ccc(C)cc1)C1(C(=O)Nc2ccc(C)cc2)CCCCC1	18%
COc1ccc(OC)c(C2CCCN2C(=O)Cn2cccnc2=O)c1 (stereo not drawn)	-7%
CCn1c(=O)n(CCC(=O)Nc2ccccc2C)c2ccccc21	21%

# Structures above containing a furan ring, fused or not (2):
structure	KDM5B inh
N#C/C(=C\c1c(N2CCCCCC2)nc2ccccn2c1=O)C(=O)NCc1ccco1	?
COCCN1C(=O)c2n[nH]c(-c3ccco3)c2C1c1ccc(C(=O)OC)cc1 (stereo not drawn)	-7%

# Additional structures.
structure	KDM5B inh
Cc1ccc(NC(=O)CCC2CCN(S(=O)(=O)c3ccccc3C)CC2)cc1F	-17%
Cc1ccc2nc(C)c(C(=O)N3CCN(Cc4ccccc4)CC3)cc2c1	-6%
O=C(NC[C@H]1O[C@@H](CC(=O)N2CCN(c3ccccc3)CC2)C(O)[C@@H]1O)c1cccc(F)c1 (stereo partly drawn)	21%
COc1cc(C#N)ccc1OC(C)C(=O)Nc1c(C)cc(C)cc1C (stereo not drawn)	-16%
COCCN(C)Cc1nc(Cc2ccccc2Cl)no1	2%
CN(CC(N)=O)C(=O)[C@@H]1[C@@H](NC(=O)Nc2ccc(F)cc2F)CCN1C(=O)c1cccn1C	-14%
Cc1oc(-c2ccccc2)nc1CC(=O)N(C)CC(=O)Nc1ccc(OC(F)(F)F)cc1	-1%
COc1ccccc1C(CCN(Cc1ccccc1)C(C)=O)c1ccco1 (stereo not drawn)	-56%
c1cncc(COC2CCN(c3ncncn3)CC2)c1	-25%
C#CCN(CCC(=O)NC(N)=O)Cc1ccc(C)cc1	20%
Cc1c(Cl)cccc1NC(=O)c1n[nH]c(=O)c2ccccc12	19%
COc1cc2nc(CN3CCOCC3)n(CC(=O)N3CCCCCC3)c(=O)c2cc1OC	33%
COc1ccc(C(C)=O)cc1CO/N=C/c1ccccc1OC(F)F	-26%
COc1ccccc1CC(=O)N1CCN(c2cc(-c3ccccc3)[nH]n2)CC1	-13%
CC1(C)C2CCC1(CS(=O)(=O)NCCc1c[nH]c3ccccc13)C(=O)C2 (stereo not drawn)	-2%

# Some of these compounds in order of molar mass, largest number first.
structure	KDM5B inh
O=C(c1cccnc1)N1CC(CNc2ccccc2)C2(C1)CN(c1ccccc1)C2 (stereo not drawn)	-3%[86.2 µM]
COc1ccccc1C(CCN(Cc1ccccc1)C(C)=O)c1ccco1 (stereo not drawn)	-56%
CC(Oc1ccccc1F)C(=O)Nc1cccc2cccnc12 (stereo not drawn)	-7%

# The list goes on.
structure	KDM5B inh
Cc1ccc(C)c(C(NC(=O)c2ccccc2)c2cccnc2)c1 (stereo not drawn)	27%
N#Cc1cccnc1NCCc1coc(-c2ccccc2)n1	?
Cc1cc(C)cc(NS(=O)(=O)c2cc3[nH]c(=O)c(=O)[nH]c3cc2C)c1	-6%
Cn1nc(-c2ccc(C(=O)Nc3ccc(OC(F)(F)F)cc3)cc2)c2ccccc2c1=O	-6%
COc1ccc(NC(=O)c2nc(SCc3ccc(F)cc3)ncc2Cl)cc1	0%
O=C(c1ccc(Cl)s1)N1CCC2(CNS(=O)(=O)c3cnccc3O2)C1 (stereo not drawn)	22%[115 µM]
Cc1ccc(CNC(=O)Cc2nc(-c3cccs3)oc2C)cc1	?
O=C(Nc1ccc(Br)c(Cl)c1)c1ccc(-c2ccccc2)cc1	4%
Cc1nc(CN2Cc3nc(-c4cn[nH]c4)ccc3OCC2=O)cs1	-1%[86.2 µM]
Cc1cccc(C)c1OCc1cc(=O)n2ccsc2n1	-51%
COC(=O)c1ccc(NC(=O)C(=O)NCCc2sc(-c3cccc(F)c3)nc2C)cc1	9%
N#Cc1cccc(C(=O)N2CCCN(Cc3ccncc3)C(c3ccccc3)CC(=O)NCC2)c1 (stereo not drawn)	?
CSCC[C@@H]1NC(=O)c2cc(NC(=O)Cc3ccc4c(c3)OCC4)ccc2NC1=O	-23%
O=C(CSc1nccn1-c1ccc(Cl)cc1)Nc1ccc(Cl)c(Cl)c1	-13%
CC(C)C1CN(C(=O)OC(C)(C)C)C(C)CN1 (stereo not drawn)	21%[230 µM]

# In another format: entries from further up.
Cc1ccc(C)c(C(NC(=O)c2ccccc2)c2cccnc2)c1 (stereo not drawn)
  KDM5B inh: 27%
N#Cc1cccnc1NCCc1coc(-c2ccccc2)n1
  KDM5B inh: ?
Cc1cc(C)cc(NS(=O)(=O)c2cc3[nH]c(=O)c(=O)[nH]c3cc2C)c1
  KDM5B inh: -6%
Cn1nc(-c2ccc(C(=O)Nc3ccc(OC(F)(F)F)cc3)cc2)c2ccccc2c1=O
  KDM5B inh: -6%

# More entries:
SMILES	KDM5B inh
CC(C)(CNC(=O)C1CC1)CNC(=O)C1CC1	0%
O=C1NCc2ccccc2CC12CCN(Cc1ccc(-c3ccccc3)cc1)C2 (stereo not drawn)	?
COc1ccc(NC(=O)Cc2c(C)c3ccc(O)cc3oc2=O)cc1	i
Cn1c(=O)n(C)c2cc(CNCc3ccc(F)cc3)ccc21	2%
CCN1CCN(C(c2cccs2)c2c(NC(=O)c3ccccc3)sc(C)c2C)CC1 (stereo not drawn)	-18%
O=C(c1ccc2ncccc2c1)N1CCC(N2CC3CC(C2)[C@H]2CCCC(=O)N2C3)CC1 (stereo partly drawn)	?
c1coc(-c2nnc([C@H]3CCN(Cc4cccs4)C3)o2)c1	5%[86.2 µM]
CCc1nn(CC(=O)NCCCN(CC)CC)c(=O)c2cc3sc(C)cc3n12	?
Cc1nnc2n1CCC(NC(=O)c1ccc3cc[nH]c3c1)CC2 (stereo not drawn)	28µM*
O=C(CN1CCC(c2nc3ccccc3s2)CC1)NC(=O)Nc1ccc2c(c1)OCCO2	1%
CCOC(=O)c1cn(C2CN(S(=O)(=O)Cc3ccccc3)C2)nn1	-8%
CCN(CC)S(=O)(=O)c1ccc(-c2nc(C#N)c(N3CCC(Cc4ccccc4)CC3)o2)cc1	?
COc1ccc(S(=O)(=O)N2CC[C@H](NC(=O)c3ccncc3)C[C@H]2C(=O)N[C@@H](CC2CCCCC2)C(N)=O)cc1	28%
Cn1ccc(CN2CCn3c(nn(-c4ccc(F)cc4F)c3=O)C2)c1	?
O=C(c1ccco1)N1CCCn2cc(-c3ccc4c(c3)OCO4)nc21	?
CCNC(=O)COC(=O)c1ccc2c(=O)n3c(nc2c1)CCCCCC3	17%
Cc1cc(OCC(=O)NCCCn2ccnc2)c2c(C)cc(=O)oc2c1	?
Cn1nc(C(=O)N2CCc3nc4cc[nH]n4c(=O)c3C2)c2ccccc21	32µM*
COc1ccc(-c2nc(CSCC(=O)N3CCN(c4cc(Cl)ccc4C)CC3)c(C)o2)cc1	?
CC(=O)N1CCc2cc(S(=O)(=O)Nc3ccc(C)cc3C)ccc21	35%
CN1CCN([C@@H]2[C@H](O)[C@H](CO)O[C@@H]2CN(Cc2ccc(Cl)cc2)Cc2cccc(Cl)c2)CC1	-34%
CCC(C)(C)NCC(=O)Nc1sccc1C#N	-26%
Cc1ccc(-n2ncc3c(N4CCN(Cc5ccccc5)CC4)ncnc32)cc1Cl	-8%
COc1ccccc1CN1CCCn2nc(C)c(-c3cccnc3N3CCOCC3)c21	?
COc1ccc2c(c1)OCC(CNC(=O)CN1CCOCC1)C2 (stereo not drawn)	22%
C#Cc1cccc(NCc2c(F)c(F)c(F)c(F)c2F)c1	11%
CCCS(=O)(=O)N1CCCN(S(=O)(=O)c2ccccc2)CCC(=O)NCC1	?
CCOc1ccc(NC(=O)CSc2nc3ccsc3c(=O)[nH]2)cc1	-4%
O=C(Cc1ccccc1)N1CCC(Oc2cccnc2)C1 (stereo not drawn)	9%
Cc1ccc(CSc2nnc(COc3ccc(Cl)cc3)n2C)cc1	-3%
COC(=O)c1ccc(COC(=O)c2oc3ccccc3c2COC(C)C)o1	-15%
Cc1noc(C)c1S(=O)(=O)NCC1Cn2cccc2C(=O)N1C (stereo not drawn)	18%
Cc1cc(C)cc(NC(=O)c2cc(C)nc3c2c(C)nn3-c2ccccc2)c1	?
C=C(C)COc1ccc2c(=O)c(Oc3ccc(OC)cc3)c(C)oc2c1	0%
O=C(c1ccc2c(c1)N(Cc1ccccc1F)C(=O)c1ccccc1S2(=O)=O)N1CCN(c2ccccc2F)CC1	-10%
COC(=O)CNC(=O)Nc1cc(C(=O)NCc2ccc(C)cc2)ccc1N1CCCC1	?
COc1cccc(-n2ccn(CC(=O)Nc3ccccc3F)c(=O)c2=O)c1	-4%
CCc1ccc(-c2csc(/C(C#N)=C\Nc3ccccc3C)n2)cc1	-8%
COc1cc(=O)n2c(c1C(=O)Nc1ccc(Cl)cc1C)CCCC2	34%
Cc1noc2c(-c3ccnn3C)cc(-c3ccc(F)cc3)nc12	-28%[86.2 µM]
COc1ccc(C(=O)N2CCC(CO)(CN3CCCC3)CC2)cc1C	-5%
O=C(Cc1ccccc1)N(Cc1cccnc1)c1nc2c(Cl)cccc2s1	-18%
CC1CC(=O)Nc2ccccc2N1C(=O)Cn1cnc2cc(F)ccc2c1=O (stereo not drawn)	14%
CCC1=C(C(=O)OC)C(c2cccc(OC)c2OC)N2C(CC(=O)N3CCOCC3)=CSC2=N1 (stereo not drawn)	?
Cc1cc(C)c(CNC(=O)c2nc(-c3ccnn3C)cc3c2ccn3C(C)C)c(=O)[nH]1	32µM*
COc1ccc(C(=O)N2C[C@@H](F)C[C@H]2C(=O)N2CCCCC2)cc1	-7%
COC(=O)C(=O)N1CCN2C(=O)N(Cc3ccc(C)cc3)C[C@H]2C1	?
O=C(Nc1nc2ccccc2[nH]1)c1ccc(Cl)c(S(=O)(=O)N2CCc3ccccc32)c1	?
Cc1ccc(CN2CC[C@@H]3[C@H]2C(=O)NC[C@H](CCC(=O)NCc2cccs2)N3C)cc1	-19%
COc1ccc(C(=O)OC(C)C(=O)NCC2CCCCC2)cc1S(=O)(=O)N1CCOCC1 (stereo not drawn)	24%
CCOCCCn1c(SCC(=O)Nc2ccccc2OC)nc2c(oc3ccccc32)c1=O	?
COCCn1ncc(N2CCCC(CC(=O)N(C)Cc3cccnc3)C2)cc1=O (stereo not drawn)	19%
CNC(=O)N(O)C1N(/N=C/c2c(F)cccc2Cl)C(=S)SC1(C)C (stereo not drawn)	4%
Cc1ccc(-c2cnc(CCC(=O)Nc3ccccc3F)o2)cc1C	-27%

# Looked up above:
# Reading for O=C(c1ccc2c(c1)N(Cc1ccccc1F)C(=O)c1ccccc1S2(=O)=O)N1CCN(c2ccccc2F)CC1 under KDM5B inh: -10%
# Reading for Cc1noc2c(-c3ccnn3C)cc(-c3ccc(F)cc3)nc12 under KDM5B inh: -28%[86.2 µM]
# Reading for COC(=O)c1ccc(COC(=O)c2oc3ccccc3c2COC(C)C)o1 under KDM5B inh: -15%
# Reading for Cc1cc(C)cc(NS(=O)(=O)c2cc3[nH]c(=O)c(=O)[nH]c3cc2C)c1 under KDM5B inh: -6%
# Reading for COc1ccccc1C(CCN(Cc1ccccc1)C(C)=O)c1ccco1 (stereo not drawn) under KDM5B inh: -56%

# Some of the compounds tested; count on the stated rates, not on these rows.
